esBAF inh = SWI/SNF esBAF complex inhibition | mouse ES cells, Bmi1-luciferase knock-in reporter, 24 h; 100% = twice the neutral-well signal | reporter increase, % at 12.5 µM | actives 2% (n = 350,000); in the data active = activation above about 40%;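 also: 0% = median of the plate's neutral control wells and 100% = double that signal; a rise in the Bmi1 reporter signal indicates esBAF inhibition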
ERp5 block = blocks human ERp5 reductase activity on insulin; AID 651711; Q15084; actives 0.05% (n = 350,000); ERp5 insulin aggregation, absorbance 650 nm, 90 min; inhibition, % at 9.99 µM;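 active = mean replicate inhibition above about 25%, with every replicate also reaching it, limit read from the data, passing the limit was not always enough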
Target sequence (Q15084 whole entry, looked up): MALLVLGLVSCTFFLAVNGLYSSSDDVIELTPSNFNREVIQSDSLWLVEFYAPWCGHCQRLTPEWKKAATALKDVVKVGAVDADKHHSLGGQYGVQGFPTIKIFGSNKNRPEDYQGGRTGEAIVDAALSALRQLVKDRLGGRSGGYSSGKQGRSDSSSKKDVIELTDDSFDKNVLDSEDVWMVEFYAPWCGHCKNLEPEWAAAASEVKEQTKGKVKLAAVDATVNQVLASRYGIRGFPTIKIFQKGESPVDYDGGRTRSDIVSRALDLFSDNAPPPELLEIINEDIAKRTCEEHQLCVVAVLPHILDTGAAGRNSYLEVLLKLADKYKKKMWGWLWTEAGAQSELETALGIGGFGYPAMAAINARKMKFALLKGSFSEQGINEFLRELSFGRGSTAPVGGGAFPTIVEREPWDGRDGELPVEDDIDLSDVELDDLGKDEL
Cneo AK release = Cryptococcus neoformans lysis via adenylate kinase release; C. neoformans lysis, adenylate kinase release luminescence, 4 h; normalised: neutral wells 0, clomiphene wells 100; actives 0.2% (n = 360,000); lysis activity, % at 15 µM;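 active = mean lysis activity across replicates of at least 80%, whatever share of replicates individually reach that level; inactive = mean lysis activity below 80%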
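Signal: Adenylate kinase release luminescence | Assay system: Log-phase Cryptococcus neoformans yeast cells | Input: Cells at 5 × 10^6 per mL | Buffer or medium: Fresh YPD growth medium | Compound: Single dose | Schedule: Static 4 h at 37 °C with compound, 1 h detection | Controls: Clomiphene | Read-out: Luminescence rise reflecting yeast cell lysis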
ARNT TACC3 PPI = disrupts binding between human ARNT and TACC3 | inhibition, % at 9.99 µM | actives 0.66% (n = 390,000) | AID 623870 | Q9Y6A5 | AlphaScreen His-ARNT PAS-B/GST-TACC3 binding, luminescence; TACC3 fragment carries E629A point mutation;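 active = mean inhibition of replicates at least 50% and at least half of replicates each reaching 50%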;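 also: 0% = complete ARNT plus TACC3 wells and 100% = ARNT alone without TACC3; many hits fall short of the cut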
C2C12 statin = protects C2C12 myotubes from simvastatin toxicity | ATP luminescence, 48 h; scaled: DMSO 0, geranylgeraniol control 100 | rescue of ATP level, % at 7.49 µM | actives 0.78% (n = 330,000) | AID 602340;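 active = mean ATP rescue above about 67%, or every replicate alone reaching that limit, limit read from the data, passing the limit was not always enough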;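 also: myotubes were challenged with 10 µM simvastatin during compound exposure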
miR-122 sensor = inhibitors of miR-122 in Huh7 cells; Huh7 miR-122 Renilla luciferase sensor, 48 h; neutral wells = 0, positive control = 100; activation (reporter increase), % at 12.5 µM; actives 0.3% (n = 340,000); AID 602342;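 active = mean replicate activation score at least 90 and every replicate individually at or above 90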;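 also: higher luciferase means less miR-122 activity so hits act as miR-122 inhibitors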
SIRT5 block = blocks human SIRT5 desuccinylation of peptide. Q9NXA8. Purified SirT5, succinyl-peptide AMC, trypsin-coupled fluorescence. AID 652115. inhibition, % at 15 µM. actives 1.1% (n = 330,000); in the data active = inhibition above about 15%
Target sequence (Q9NXA8 whole entry, looked up): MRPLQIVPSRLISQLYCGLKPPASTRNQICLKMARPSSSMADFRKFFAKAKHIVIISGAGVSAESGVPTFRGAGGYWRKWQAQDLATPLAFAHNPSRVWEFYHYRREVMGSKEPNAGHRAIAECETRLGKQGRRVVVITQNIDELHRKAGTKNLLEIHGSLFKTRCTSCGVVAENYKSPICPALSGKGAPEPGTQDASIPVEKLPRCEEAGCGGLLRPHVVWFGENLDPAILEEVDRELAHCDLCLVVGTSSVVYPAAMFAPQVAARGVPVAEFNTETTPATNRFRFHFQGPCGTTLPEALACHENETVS
The depositor's hits bear a star; . = not tested or not shown; [ ] = another dose, or the depositor's remark.

No.	smiles	esBAF inh	ERp5 block	Cneo AK release	ARNT TACC3 PPI
1	COc1ccc(CCN(C)CCC(=O)Nc2cccc(C)c2)cc1OC	.	-2	.	-7
2	COc1ccc(C(=O)CCC(=O)Nc2ccc(N3CCN(C)CC3)cc2)cc1OC	0	13	-3	2
3	Cc1ccc(NC(=O)COC(=O)CCc2c[nH]c(=O)[nH]2)cc1	-5	.	-4	-6
4	COc1c(Cl)cnn(-c2ccc(C)cc2)c1=O	7	-5	0	-3
5	COc1ccc(-c2nc3cnccn3c2NC2CCCCC2)cc1-c1cccc(Cl)c1	-18	2	0	-19
6	CC(C)(C)S(=O)(=O)c1ccc2nc3c(n2c1)CCCC3	-2	.	1	0
7	CC1(C(=O)N2CC3(CC(c4cccc(NC(=O)CC(c5ccccc5)c5ccccc5)c4)=NO3)C[C@@H]2C(N)=O)CC1 (stereo partly drawn)	-7	2	-3	0
8	O=C(c1ccc([N+](=O)[O-])cc1[N+](=O)[O-])N1CCN(C(=O)C2CCCO2)CC1 (stereo not drawn)	-4	1	-2	-8

No.	C2C12 statin	miR-122 sensor	SIRT5 block
1	.	.	-2
2	2	0	-22
3	9	-10	.
4	19	-2	0
5	8	.	0
6	.	-7	.
7	3	-2	0
8	16	-6	-2

Single records, from the list above. Order of values: esBAF inh	ERp5 block	Cneo AK release	ARNT TACC3 PPI	C2C12 statin	miR-122 sensor	SIRT5 block
Profile of COc1ccc(-c2nc3cnccn3c2NC2CCCCC2)cc1-c1cccc(Cl)c1 : -18	2	0	-19	8	.	0
Profile of COc1c(Cl)cnn(-c2ccc(C)cc2)c1=O : 7	-5	0	-3	19	-2	0
Profile of CC1(C(=O)N2CC3(CC(c4cccc(NC(=O)CC(c5ccccc5)c5ccccc5)c4)=NO3)C[C@@H]2C(N)=O)CC1 (stereo partly drawn) : -7	2	-3	0	3	-2	0
Profile of O=C(c1ccc([N+](=O)[O-])cc1[N+](=O)[O-])N1CCN(C(=O)C2CCCO2)CC1 (stereo not drawn) : -4	1	-2	-8	16	-6	-2
Profile of CC(C)(C)S(=O)(=O)c1ccc2nc3c(n2c1)CCCC3 : -2	.	1	0	.	-7	.

(further entries)
No.	smiles	esBAF inh	ERp5 block	Cneo AK release	ARNT TACC3 PPI
9	CC(=O)c1ccc(N2CCN(C(=O)CCC(=O)c3cccs3)CC2)cc1	2	-2	-1	-18
10	CCn1c(N2CCN(S(=O)(=O)c3ccccc3C(F)(F)F)CC2)nc2ccccc21	1	.	-4	19
11	Oc1ccccc1Oc1ncc(Br)c(Cl)n1	4	-6	3	8
12	CCN(CC)C(=O)C1=C(C)N(Cc2ccc(F)cc2)C(=O)C(CC(=O)NCc2cccs2)C1 (stereo not drawn)	-1	-1	1	.
13	C[C@H](CO)N1C[C@H](C)[C@H](CN(C)Cc2ccc(Oc3ccccc3)cc2)Oc2ccc(NC(=O)CCC(F)(F)F)cc2CC1=O	-2	.	-1	-6
14	CO[C@@H]1CN(C)C(=O)c2cc(NC(C)=O)ccc2OC[C@H](C)N(C(=O)Cc2ccccn2)C[C@H]1C	-6	-2	-3	-5
15	C=C1SC(=Nc2c(C)cccc2Cl)N(C(=O)c2sc3ccccc3c2Cl)C12CCCCC2	-6	2	-1	-5
16	COc1cc(/C=C2/CC(C)OC2=O)c([N+](=O)[O-])cc1OC (stereo not drawn)	-5	-1	2	-3

No.	C2C12 statin	miR-122 sensor	SIRT5 block
9	2	.	-3
10	-19	1	.
11	0	1	-23
12	-1	-4	-3
13	-10	-2[16.7 µM]	.
14	4	.	-3
15	-13	.	-2
16	-1	-8	4

The listing continues:
No.	smiles	esBAF inh	ERp5 block	Cneo AK release	ARNT TACC3 PPI
17	COc1ccccc1C1OCC(C)(C)CO1	-4	3	1	-6
18	CC(=O)NNC(=O)CCn1c2c(c3ccccc31)CCCC2	.	2	0	0
19	COc1cc(OC)cc(C(=O)NC(=S)NCc2ccco2)c1	.	-2	.	-1
20	CCOc1ccc(C(C(=O)NCC2CCCO2)N(Cc2ccccc2)C(=O)c2snc(C(N)=O)c2N)cc1 (stereo not drawn)	-1	3	1	0
21	CCN(C(=O)COC(=O)c1ccccc1Oc1ccccc1)c1c(N)n(Cc2ccccc2)c(=O)[nH]c1=O	-3	6	3	.
22	Cc1csc(NC(=O)c2ccccc2[N+](=O)[O-])n1	12	.	-1	-7
23	COc1ccc(NC(=O)Nc2ccc3c(c2)C(=O)N([C@@H](C)CO)C[C@@H](C)[C@H](CN(C)C(=O)Nc2cccc4ccccc24)OCCCC[C@@H](C)O3)cc1	2	-2	-3	-7
24	CCS(=O)(=O)Nc1ccc2c(c1)C(=O)N(C)[C@@H]1CC[C@@H](CC(=O)OC)O[C@@H]1CO2	-3	3	-1	2

No.	C2C12 statin	miR-122 sensor	SIRT5 block
17	1	-7	-7
18	.	-2	-1
19	.	.	-2
20	2	-5	0
21	-1	.	1
22	-4	4	.
23	-16	-1[16.7 µM]	13
24	-13	4[16.7 µM]	-3

More structures follow.
No.	smiles	esBAF inh	ERp5 block	Cneo AK release	ARNT TACC3 PPI
25	C[C@H]1CN([C@@H](C)CO)S(=O)(=O)c2ccc(-c3ccncc3)cc2O[C@@H]1CN(C)Cc1ccccn1	0	-5	-3	-2
26	O=C(NCCS(=O)(=O)N1CCC2(CC1)OCCO2)c1ccccc1	-1	-6	-1	-6
27	O=C(COc1ncnc2ccccc12)Nc1ccc(Cl)c([N+](=O)[O-])c1	.	0	.	0
28	O=S(=O)(c1ccccc1F)N1CCN(CCc2ccccc2)CC1	0	2	-6	-4
29	CCCCCSc1nnc2c(n1)OC(c1cccn1C)N(C(C)=O)c1ccccc1-2 (stereo not drawn)	-2	.	-17	9
30	CC(C)OCCCN(CC(O)c1ccccc1)CC(O)c1ccccc1 (stereo not drawn)	.	0	.	-7
31	N#C/C(=C(/O)c1ccc([N+](=O)[O-])s1)c1nc2ccccc2[nH]1	-14	-3	-4	-3
32	CCOc1ccc(NC(=O)C(C)Sc2nccn2C)cc1 (stereo not drawn)	9	5	5	.

No.	C2C12 statin	miR-122 sensor	SIRT5 block
25	-19	3[16.7 µM]	4
26	9	1	-2
27	.	.	0
28	-5	-7	-5
29	2	-5	.
30	.	.	-3
31	-142	4	12
32	6	.	1

Further entries.
No.	smiles	esBAF inh	ERp5 block	Cneo AK release	ARNT TACC3 PPI
33	O=C(Nc1ccc2c(c1)OCO2)c1cnn2c(C(F)(F)F)cc(-c3ccco3)nc12	-7	.	-3	-3
34	Clc1ccc(-c2n[nH]c3c2CCC3)c(Cl)c1	-10	.	10	-2
35	COc1ccc(Cc2n[nH]c(=S)n2N)cc1OC	-7	-1	1	1
36	COCCn1c(SCC(=O)NC(=O)Cc2ccccc2)nc2ccccc2c1=O	-4	-5	0	0
37	COC(=O)N/N=C/c1cc(C)n(-c2ccccc2)c1C	28	2	.	-1
38	CCOC(=O)c1cc(C)n(Cc2ccccc2)c1C	10	.	-1	-7
39	CO[C@@H]1CC[C@@H]2CCN(C)C(=O)[C@@H](C)N(C)C(=O)c3cccc(C#N)c3OC[C@H]1O2	-5	4	2	-1
40	C[C@H](CO)N1C[C@H](C)[C@H](CN(C)Cc2ccc(-c3ccccc3)cc2)Oc2ccc(NS(=O)(=O)c3cn(C)cn3)cc2CC1=O	-1	-6	.	.

No.	C2C12 statin	miR-122 sensor	SIRT5 block
33	-10	-5	.
34	-30	3	.
35	-1	-2	-6
36	7	1	-3
37	8	-2	1
38	1	-3	.
39	-7	.	-1
40	-1	0[16.7 µM]	2

Further results
No.	smiles	esBAF inh	ERp5 block	Cneo AK release	ARNT TACC3 PPI
41	CC(OC(=O)c1cccs1)C(=O)NCc1ccccc1 (stereo not drawn)	-8	.	9	-1
42	CC(C)NC(=O)Nc1ccc2c(c1)C(=O)N([C@H](C)CO)C[C@@H](C)[C@H](CN(C)Cc1ccc(C(F)(F)F)cc1)OCCCC[C@@H](C)O2	1	-1	-4	-1
43	CCC(=O)N(C)C[C@@H]1Oc2cc(C#CCOC)ccc2S(=O)(=O)N([C@H](C)CO)C[C@@H]1C	-2	-3	-1	-1
44	C#CCn1cnc2c(oc3ccccc32)c1=O	32	.	1	-3
45	CCn1c(SCC(=O)N2CCCCC2)nc2c(c1=O)SCC2	.	12	3	3
46	COCC1CCN(C(=O)c2ccc3oc(Cc4ccc(Cl)cc4)nc3c2)C1 (stereo not drawn)	9	-1	-8	0
47	O=C(C[C@@H]1C=C[C@@H](NC(=O)Nc2ccc(F)cc2)[C@H](CO)O1)NCc1ccccn1	2	1	-2	1
48	CC(=O)Nc1ccc(NC(=O)C2CC(=O)N(C(C)C)C2)cc1 (stereo not drawn)	-7	-6	-2	2

No.	C2C12 statin	miR-122 sensor	SIRT5 block
41	-10	1	.
42	.	-13[16.7 µM]	8
43	-9	9[16.7 µM]	1
44	-1	.	.
45	.	.	1
46	-5	.	1
47	3	.	0
48	-3	1	4

The results go on:
No.	smiles	esBAF inh	ERp5 block	Cneo AK release	ARNT TACC3 PPI
49	CCC(=O)N1c2ccccc2NC2=C(C(=O)CCC2)C1c1ccc(N(C)C)cc1 (stereo not drawn)	.	.	-2	1
50	COC(=O)c1c(C)c(OC(=O)c2c(C)cc(O)c(C=O)c2O)cc(C)c1O	10	.	0	-9
51	COc1ccc(/C=N/NC(=O)c2ccc(N(C)S(=O)(=O)c3ccccc3)cc2)cc1	-5	.	.	2
52	CC(C)NC(=O)Nc1ccc2c(c1)C(=O)N([C@H](C)CO)C[C@H](C)[C@@H](CN(C)C(=O)Nc1cccc3ccccc13)OCCCC[C@H](C)O2	3	0	-2	14
53	COc1cc2c(cc1OC)[C@@H](NC(=O)CCc1ccccc1)[C@H](O)C2	3	8	1	-4
54	O=C(c1cccc(F)c1)N1CCCCN2[C@@H](CO)[C@H](c3ccc(-c4ccncc4)cc3)[C@@H]2C1	.	2	112*	-8
55	CC(C)(C)S(=O)N1Cc2cc(C(=O)N3CCc4ccccc4C3)nc(-c3cccc(-c4cccnc4)c3)c2[C@@H]1CCO (stereo partly drawn)	-4	-1	4	.
56	CCOC(=O)c1ccccc1NC(=O)c1ccccc1SC	-7	.	-4	29

No.	C2C12 statin	miR-122 sensor	SIRT5 block
49	.	3	.
50	6	0	.
51	-2	3	.
52	.	-3[16.7 µM]	1
53	-3	.	-2
54	.	51[16.7 µM]	4
55	-1	-4	5
56	62	8	.

(further entries)
No.	smiles	esBAF inh	ERp5 block	Cneo AK release	ARNT TACC3 PPI
57	CC(C)N1C[C@@]23C=C[C@@H](O2)C(C(=O)OCc2ccccc2)[C@H]3C1=O (stereo partly drawn)	4	.	.	3
58	CCN(CC)C(=O)c1ccc2c(=O)n(CCOC)c(=S)[nH]c2c1	-23	.	-1	-27
59	COc1cc(N=Nc2ccc(C(=O)N(C)C)cc2)c(C)cc1N	58*	4	-2	-7
60	COc1cc(OC)cc(-c2noc(-c3csc([C@@H]4O[C@H](CO)[C@H](O)[C@H](O)[C@H]4O)n3)n2)c1	-4	-3	1	.
61	Cc1cc(C)n(-c2ccc(C(=O)NCc3ccc(F)cc3)cc2)n1	.	0	-1	2
62	FC(F)Sc1ccc(NC(=S)NC(c2ccccc2)c2ccccc2)cc1	.	0	.	-7
63	O=C(N[C@H]1CC[C@H](CCNS(=O)(=O)c2ccccc2Cl)O[C@H]1CO)c1ccc(F)cc1	7	-1	-9	-11
64	CN(C)c1nc(SCCOC(=O)COc2ccc(Cl)cc2Cl)nc(N(C)C)n1	-6	.	-4	-3
65	COc1cccc(NC(=O)Cn2c3ccc(OC)cc3c3nc4n(c(=O)c32)CCS4)c1	-1	-6	-2	-3
66	O=C(N[C@H]1CC[C@H](CCNC(=O)C2CCCC2)O[C@H]1CO)c1ccccn1	3	1	-6	-10
67	COc1ccc(C(=O)c2oc3ccccc3c2N)cc1	29	.	-4	-6

No.	C2C12 statin	miR-122 sensor	SIRT5 block
57	5	-6	.
58	1	-1	.
59	0	-4	-3
60	-7	0	-5
61	.	.	-1
62	.	.	1
63	15	.	-2
64	-3	2	.
65	-6	-2	-5
66	1	-20[16.7 µM]	4
67	7	-4	.

High-throughput results (PubChem BioAssay)
